ST2 IL33 inh: inhibitors of human ST2 (IL1RL1) binding to IL-33; AlphaLISA ST2-Fc/biotin-IL-33 interaction, 1 h; inhibition, % for hits at 17 µM; hit rate 2.3% among 78,000; in the data active means inhibition above about 30%; inconclusive means mostly about 10% to 28%
Target sequence (Q01638 whole entry, looked up): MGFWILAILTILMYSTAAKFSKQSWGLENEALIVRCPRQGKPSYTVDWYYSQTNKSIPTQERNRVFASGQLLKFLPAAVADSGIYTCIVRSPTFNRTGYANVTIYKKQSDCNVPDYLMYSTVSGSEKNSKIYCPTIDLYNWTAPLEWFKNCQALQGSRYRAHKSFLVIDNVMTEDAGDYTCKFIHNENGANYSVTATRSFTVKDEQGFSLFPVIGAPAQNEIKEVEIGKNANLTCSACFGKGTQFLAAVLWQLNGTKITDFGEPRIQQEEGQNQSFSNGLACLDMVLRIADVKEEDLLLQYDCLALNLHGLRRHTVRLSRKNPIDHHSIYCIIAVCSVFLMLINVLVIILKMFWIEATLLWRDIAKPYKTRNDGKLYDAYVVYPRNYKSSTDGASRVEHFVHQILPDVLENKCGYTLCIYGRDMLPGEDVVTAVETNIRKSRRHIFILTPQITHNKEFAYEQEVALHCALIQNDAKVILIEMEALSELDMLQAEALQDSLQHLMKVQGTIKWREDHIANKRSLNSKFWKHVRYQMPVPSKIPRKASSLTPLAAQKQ
* marks the source's active call; other numbers are inactive results; i = inactive; ? = inconclusive.

SMILES | ST2 IL33 inh
COC(=O)[C@]1(O)C[C@@H](O)[C@@H](O)[C@H](OC(=O)/C=C/c2ccc(O)c(O)c2)C1 | i
O=C1CCC(=O)NCCCCCN(O)C(=O)CCC(=O)NCCCCCN(O)C(=O)CCC(=O)NCCCCCN1 | 39%*
O=C(Nc1ccc(OCc2ccccc2)cc1)c1ccccc1 | i
CCCCOc1ccc(C(=O)Nc2c3c(nn2-c2cccc(Cl)c2)CS(=O)C3)cc1 (stereo unspecified) | i
CCCOc1ccc(/C=c2\sc3nc(-c4cccs4)nn3c2=O)cc1 | i
Cc1cc2ncn(C(=O)c3ccc([N+](=O)[O-])c(C)c3)c2cc1C | i
O=C(Cc1ccc(-n2c(=O)[nH]c3ccsc3c2=O)cc1)NCc1ccccc1Cl | ?
O=C(CN1C(=O)/C(=C\c2ccc(C(F)(F)F)cc2)Sc2ccccc21)NCCN1CCCC1 | 39%*
COc1cccc(NC(=O)CCS(=O)(=O)c2ccc(Br)s2)c1 | i
Cc1cc(CNS(=O)(=O)NCc2ccccc2)ccc1N1CCCC1 | i
O=C(O)[C@H]1O[C@@H](Oc2c(-c3ccc(O)cc3)oc3cc(O)cc(O)c3c2=O)[C@H](O)[C@@H](O)[C@@H]1O | i
Cc1cc(C(=O)N2CCC3(CCCN(Cc4cccc(F)c4F)C3)C2)nc(C)n1 (stereo unspecified) | i
O=C(Nc1ccnn1C1CCN(Cc2cccc(-c3ccco3)c2)CC1)c1ccccc1 | i
O=S(=O)(N1CCCCCC1)N1CC[C@H]2CC[C@@H](C1)N2 | i
CN(C)c1ccc(C(=O)N[C@H]2CO[C@H]3[C@@H]2OC[C@@H]3n2nnnc2Oc2ccc(-n3ccnc3)cc2)cc1 | i
CN1CCCC1CCNS(=O)(=O)NCc1ccccc1 (stereo unspecified) | ?
Oc1oc(-c2ccc(Cl)cc2)nc1C=Nc1ccc(Br)cc1Br | ?
O=C(Cn1c(=O)n(-c2ccccc2)c(=O)n1CC(=O)N1CCCCC1)N1CCCCC1 | ?
CC(C)c1cccc[n+]1OC(=O)N1CCCCC1 | i
O=C(CN1C(=O)c2cccnc2Sc2ccccc21)NCCc1ccco1 | ?
O=C(CN1CCN(Cc2ccc(F)cc2Cl)C1=O)N1CCCC1 | i
COc1ccc(-n2c(SCC(=O)Nc3cc(C)on3)nc3c([nH]c4ccccc43)c2=O)cc1 | ?
O=C(Nc1ccc2nc(-c3ccccn3)c(-c3ccccn3)nc2c1)N1CCSCC1 | i
Cc1nc(OCC(C)C)c2sc3nc4c(cc3c2n1)COC(C)(C)C4 | i
Cc1ccc(S(=O)(=O)N2CCN(C(=O)CN3CCOCC3)C2c2ccccc2)cc1 (stereo unspecified) | i
Cc1ccc(C)c(C(C)NC(=O)COc2ccccc2Cl)c1 (stereo unspecified) | i
COc1cc(/C=c2\sc3nc(=O)c(C)nn3c2=O)ccc1OCc1ccccc1 | i
O=C(Nc1ccccc1-c1nc2ccccc2[nH]1)c1ccc2c(c1)OCCO2 | i
CCOCCn1nc(C)cc1C(=O)N1C[C@H]2CC=CC[C@H]2C1 | i
C=CCS(=O)(=O)N1CCCC(CCc2c(F)cccc2F)C1 (stereo unspecified) | i

Filtered by structure, those above with a carbonyl joined to an NH by a bond outside any ring (twelve)
SMILES | ST2 IL33 inh
O=C(Nc1ccc(OCc2ccccc2)cc1)c1ccccc1 | i
CCCCOc1ccc(C(=O)Nc2c3c(nn2-c2cccc(Cl)c2)CS(=O)C3)cc1 (stereo unspecified) | i
O=C(Cc1ccc(-n2c(=O)[nH]c3ccsc3c2=O)cc1)NCc1ccccc1Cl | ?
O=C(CN1C(=O)/C(=C\c2ccc(C(F)(F)F)cc2)Sc2ccccc21)NCCN1CCCC1 | 39%*
COc1cccc(NC(=O)CCS(=O)(=O)c2ccc(Br)s2)c1 | i
O=C(Nc1ccnn1C1CCN(Cc2cccc(-c3ccco3)c2)CC1)c1ccccc1 | i
CN(C)c1ccc(C(=O)N[C@H]2CO[C@H]3[C@@H]2OC[C@@H]3n2nnnc2Oc2ccc(-n3ccnc3)cc2)cc1 | i
O=C(CN1C(=O)c2cccnc2Sc2ccccc21)NCCc1ccco1 | ?
COc1ccc(-n2c(SCC(=O)Nc3cc(C)on3)nc3c([nH]c4ccccc43)c2=O)cc1 | ?
O=C(Nc1ccc2nc(-c3ccccn3)c(-c3ccccn3)nc2c1)N1CCSCC1 | i
Cc1ccc(C)c(C(C)NC(=O)COc2ccccc2Cl)c1 (stereo unspecified) | i
O=C(Nc1ccccc1-c1nc2ccccc2[nH]1)c1ccc2c(c1)OCCO2 | i

Carrying on.
SMILES | ST2 IL33 inh
COc1cc(S(=O)(=O)NCC23CC4CC(CC(C4)C2)C3)ccc1Cl | i
CCCCOc1ccc(S(=O)(=O)N2CCSC2c2ccccc2)cc1 (stereo unspecified) | ?
COc1ccc2oc(-c3ccccc3)cc(=O)c2c1 | ?
COc1ccc(CNC(=O)c2sc3ccccc3c2Cl)cc1 | i
NCC(=O)N1CCC(N2CCCC(C(=O)N3CCOCC3)C2)CC1 (stereo unspecified) | i
Cc1nn(-c2ccccn2)c(C)c1[C@@H]1C=C[C@@H](NC(=O)C2CCCCC2)C1 | i
CCn1ncnc1C(C)NC1CSCCSC1 (stereo unspecified) | ?
COc1ccc(/C=C/CN2CCC(O)(c3ccc(C)cn3)CC2)cc1 | i
C=CCn1cc(C(=O)NCCOC)c(=O)c2cc(S(=O)(=O)N3CCCCCC3)ccc21 | i
CCN1/C(=c2/sc3nc4ccccc4n3c2=O)C=Cc2cc(C)ccc21 | i
Cn1ccnc1CN(CCn1c(=O)oc2ccccc21)C1CC1 | ?
Cc1c(Cl)cccc1Nc1nnc(C)c(=O)[nH]1 | i
Cc1ccc(-n2nc3c(c2NC(=O)C2(c4ccc(Cl)cc4)CCCC2)CS(=O)C3)cc1 (stereo unspecified) | i
N#C/C(=C\c1ccco1)c1nc(-c2ccc(Br)cc2)cs1 | 32%*
O=C(NCCc1ccc(Cl)cc1)c1cnc2n(c1=O)CCS2 | i

4 records drawn at random from the list so far, as already listed:
SMILES | ST2 IL33 inh
O=C(NCCc1ccc(Cl)cc1)c1cnc2n(c1=O)CCS2 | i
NCC(=O)N1CCC(N2CCCC(C(=O)N3CCOCC3)C2)CC1 (stereo unspecified) | i
C=CCn1cc(C(=O)NCCOC)c(=O)c2cc(S(=O)(=O)N3CCCCCC3)ccc21 | i
Cc1c(Cl)cccc1Nc1nnc(C)c(=O)[nH]1 | i

(continued)
SMILES | ST2 IL33 inh
COc1cc2c(cc1CNc1cc(C3CCNCC3)ncn1)OCCO2 | i
O=[N+]([O-])c1ccc(Nc2nc(N3CCOCC3)nc(N3CCOCC3)n2)cc1 | i
CC1=C(C(=O)NC2CC(=O)N(Cc3cccc4ccccc34)C2)OCCO1 (stereo unspecified) | i
O=C(Nc1cccc(N2CCC(NCc3ccccc3OC(F)(F)F)CC2)c1)c1ccncc1 | i
COc1ccc(C2Nc3ccccc3-c3nnc(SC)nc3O2)cc1O (stereo unspecified) | i
CCN(Cc1ccncc1)C(=O)CC1C(=O)NCCN1Cc1cccs1 (stereo unspecified) | i
O=C1/C(=C\c2ccc(F)cc2)N=C2CCCCCN12 | ?
CN(Cc1n[nH]c2c1CCCCC2)S(=O)(=O)NCc1ccccc1 | ?
Cc1ccc(OCC(=O)NC(Cc2ccccc2)C(=O)O)cc1 (stereo unspecified) | i
Cc1ccc(F)c(CN2CCC3(CCNCC3)C2)c1Cl | i
CN1CCC(NC[C@H]2O[C@@H](CO)[C@@H](O)[C@H]2N2CCN(c3cccc(C(F)(F)F)c3)CC2)CC1 | i
CC1CCCCC1NC(=O)CN1C(=O)CSc2ccc(S(=O)(=O)N3CCCCC3)cc21 (stereo unspecified) | ?
CCOc1ccccc1N(CC(=O)NCc1ccccc1OC)S(=O)(=O)c1ccc(C)cc1 | i
CC(C)(O)C#Cc1ccc(C(=O)NCc2csc(-c3ccccc3)n2)o1 | ?
Cc1noc(C)c1C(=O)NC1CCCc2nc(-c3ccccc3)ncc21 (stereo unspecified) | i
O=C(COc1ccc(Cl)cc1)Nc1c(-c2cccs2)nc2ccccn12 | i
O=C1CCCN1C1CCCN(Cc2ccccc2-c2ccccc2)C1 (stereo unspecified) | i
COc1cc(CN2CCN(c3cccc(C)c3C)CC2)cc(Br)c1O | i
O=S1(=O)C=C(N2CCOCC2)c2ccccc21 | i
O=C1N/C(=C\c2c(F)cccc2Cl)C(=O)N1Cc1ccc(Cl)cc1 | i
O=C(NCc1ccc(F)cc1)c1cc(-c2cccs2)on1 | i
O=C(Nc1cccc(Cl)c1)c1nn(-c2ccc(Cl)cc2)c(=O)c2ccccc12 | i
CC(C)(C)n1nc2c(c1NC(=O)c1c(F)cccc1Cl)CS(=O)C2 (stereo unspecified) | ?
CCCOc1ccc(/C=C2\N=C(c3cccc([N+](=O)[O-])c3)OC2=O)cc1OC | i
O=C(NCc1ccc2c(c1)OCO2)C1CCC(=O)N1Cc1ccc(F)cc1 (stereo unspecified) | i
CC1=C2C(=NO[NH+]2[O-])C(C)=[N+]([O-])[NH+]1[O-] (stereo unspecified) | i
COC(=O)c1ccc(NC(=O)CSc2ncnc3sc4c(c23)CCC4)cc1 | i
O=C(c1ccc(Br)o1)N(c1ccc(Br)cc1)C1C=CS(=O)(=O)C1 (stereo unspecified) | ?
O=C(CC1SC(=Nc2ccccc2)N(c2ccccc2)C1=O)NCc1ccccc1 (stereo unspecified) | i
CC1(C)CC(=O)C2=C(C1)N(c1ccc(Br)cc1F)C(N)=C(C#N)C2c1cccs1 (stereo unspecified) | ?
Cc1cccc(C)c1NS(=O)(=O)c1cccnc1 | i
CSc1ccc(CNC(C)c2cnc(-c3ccncc3)nc2C)cc1 (stereo unspecified) | i
CCOc1ccc(S(=O)(=O)Nc2cc(Cl)ccc2OC)c2cccnc12 | i
CN(CCC1CCCCO1)C(=O)c1ccc(CSc2ncn[nH]2)o1 (stereo unspecified) | ?
O=C(CSc1nc2ccccc2o1)Nc1ncccn1 | i
Cc1ccccc1-c1cnnc(N2CCCC(c3ccccc3)C2)n1 (stereo unspecified) | ?
O=C(c1cc2ccccc2o1)N1CCN=C1SCc1ccccc1F | ?
Cn1cc(CN2CC(OCc3cccnc3)CN(Cc3cccc4ccccc34)CC2=O)cn1 (stereo unspecified) | ?
Cc1ccc(C(=O)NCC2CCN(Cc3nc4ccccc4[nH]3)C2)cn1 (stereo unspecified) | i
O=C1CC(NS(=O)(=O)c2ccsc2)CN1CCCc1ccccc1 (stereo unspecified) | i
COC(=O)[C@H](NC(=O)[C@@H]1C[C@@H](NC(=O)c2ccncc2)CCN1S(=O)(=O)c1ccc(OC)cc1)C(C)C | ?
COc1ccc(-c2cn3c4ccccc4nc3n2CCN2CCOCC2)cc1 | ?
O=C(C1CC(=O)N(c2ccc(F)c(Cl)c2)C1)N1CCCCC1 (stereo unspecified) | i
Cc1cccc2nc(CSC3=Nc4ccccc4C4=NC(c5ccccc5)C(=O)N34)cc(=O)n12 (stereo unspecified) | i
COc1ccc2oc(=Nc3ccc(C(F)(F)F)cc3)c(C(=O)NC(C)=O)cc2c1 | i
CN(Cc1cnc2nc(N)nc(N)c2n1)c1ccc(C(=O)N[C@@H](CCC(=O)O)C(=O)O)cc1 | i
CC1CN(CC(=O)NCc2ccc3c(c2)OCO3)Cc2cc(Cl)ccc2O1 (stereo unspecified) | i
N#Cc1cc2nc(O)c(O)nc2cc1[N+](=O)[O-] | i
CCOc1cc2c(cc1OCC)C(c1ccc(Cl)cc1)OC(=O)C2 (stereo unspecified) | ?
O=C(CN1CCN(Cc2ccccc2Cl)S1(=O)=O)NCCC1=CCCCC1 | i
O=C(Nc1nnc(CCS(=O)(=O)c2ccc(Br)cc2)s1)c1ccc(F)cc1 | i
CCNC(=O)C1CCN(c2cc(C(C)C)nc(C)n2)C1 (stereo unspecified) | ?
Cc1cc(CC(=O)N2CCCn3nc(C(=O)Nc4ccccc4)cc3C2)on1 | i
CC(C)(C)C1CCc2onc(C(=O)NCc3ccc(F)cc3)c2C1 (stereo unspecified) | i
O=C(c1ccc(Oc2ccccc2)o1)N1CCCn2cncc2C1 | ?
Cc1cccc(S(=O)(=O)N2CCSC2c2ccc([N+](=O)[O-])cc2)c1 (stereo unspecified) | ?
CCC(C)N(Cc1ccncc1)C(=O)c1ccccc1OC(F)F (stereo unspecified) | i
CCCn1c(C)c(CC(=O)NC(C)Cn2cccn2)c2c1CC(C)(C)CC2=O (stereo unspecified) | ?
COc1ccc(NC(=O)c2cc3ccccc3o2)c(OC)c1 | i
Cc1ccc(O)c(NC(=O)CCCn2nc([N+](=O)[O-])cc2C)c1 | i

The list goes on.
SMILES | ST2 IL33 inh
COCc1nc(NCc2cnc3c(C)cccn23)c2cnn(C)c2n1 | i
Cc1cc(C(=O)N[C@@H]2C[C@H]3C(=O)NCC(=O)N3C2)c2ccc(C)c(C)c2n1 | ?
COc1ccc(OC)c(NC2OC(=O)c3c2ccc(OC)c3OC)c1 (stereo unspecified) | i
Cc1ccc(C(=O)C2C(=O)C=C(c3ccc(C)cc3)OC2=O)cc1 (stereo unspecified) | i
COc1ccc(C(=O)NC(C)CCc2ccccc2)cc1[N+](=O)[O-] (stereo unspecified) | i
CC(=O)N[C@@H](Cc1cnc[nH]1)C(=O)N1C[C@@H]2C3CCC(CC3)[C@@H]2C1 | i
COc1ccc2c(C)c(C(=O)NCCn3c(C)cc(C)nc3=O)oc2c1 | i
CC1(C)COC(c2ccc(Cl)cc2)=N1 | i
CCN(CC)C(=O)Cn1cnc2sc(C(=O)Nc3ccc4c(c3)OCO4)c(C)c2c1=O | ?
COc1ccc(C(=O)Nc2cccc(C)c2)cc1Br | i
CCCc1cnc(C)nc1NCC(=O)NC(C)(C)C | i
COCCNC(=O)c1cc2cc3cc(OC)ccc3nc2o1 | i
O=C1CSC(c2ccccn2)N1c1ccccc1 (stereo unspecified) | i
CCOc1cc(C2c3nc[nH]c3CCN2Cc2ccco2)ccc1OC (stereo unspecified) | i
COCCn1c(CNS(=O)(=O)c2ccc(C(C)C)cc2)nc2cccnc21 | ?
CC(=O)NCC1CCCN(c2nc(C(C)(C)C)nc3c2cnn3C)C1 (stereo unspecified) | ?
CCCCn1c(Br)nc2c1c(=O)[nH]c(=O)n2C | ?
O=C(Nc1cccnc1Cl)c1nn2c(c1Cl)NC(c1ccco1)CC2C(F)(F)F (stereo unspecified) | i
CCCc1cc(C(=O)Nc2scc(-c3ccccc3)c2C(=O)OCC)no1 | i
c1ccc(Nc2c(-c3ccccn3)nc3ccccn23)cc1 | ?

Only part of the results is shown; count on the stated rates, not on these rows.
